Source: PubChem
POLH inh: qHTS for Inhibitors of Polymerase Eta; 390,000 compounds, 1.2% hits; Potency, µM (doses to about 114 µM), without a hit: at the top dose activity change, negative = inhibition, usual class: inhibitors; recombinant Pol eta, fluorescent DNA replication assay; DNA polymerase eta (Homo sapiens), Q9Y253; note: % is set by controls: 0 for no effect and ±100 for the full control effect
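Pol eta (10 nM) was preincubated with compounds for 15 min at room temperature, after which fluorescent replication substrate (50 nM final) was added to start the reaction. Fluorescence was read kinetically at 0 and 10 min.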
Pol kappa inh: qHTS for Inhibitors of Polymerase Kappa; DNA polymerase kappa (Homo sapiens), Q9UBT6; purified Pol kappa, fluorescent DNA synthesis assay, 10 min; Potency, µM (highest dose often 107 µM), for inactives: at the highest dose activity, negative = inhibition, usual class: inhibitors; 400,000 compounds, 0.53% hits; AID 588579, 2011; note: % is set by controls: 0 for no effect and ±100 for the full control effect
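Enzyme at 10 nM met test compounds for 15 min at room temperature. Substrate addition (50 nM final) began the reaction, which was monitored by fluorescence at 0 and 10 min.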
Pol iota inh: qHTS for Inhibitors of Polymerase Iota; Pol iota fluorescent replication assay, 10 min; 390,000 compounds, 1% hits; DNA polymerase iota (Homo sapiens), Q9UNA4; Potency, µM (titrated, usually from 115 µM), for the others: top-dose activity, negative = inhibition, hits mostly inhibitors
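Fluorescent replication assay read twice, at 0 min and 10 min after adding 50 nM (final) substrate. Enzyme (10 nM) and compounds were first incubated 15 min at room temperature; enzyme-free buffer wells were negative controls.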
APE1 inh: qHTS Assay for Inhibitors of the Human Apurinic/apyrimidinic Endonuclease 1 (APE1). DNA repair nuclease/redox regulator APEX1 (Homo sapiens), P27695. recombinant APE1, TAMRA/BHQ-2 abasic DNA cleavage fluorescence. Potency, µM (highest dose often 65.8 µM), for inactives: top-dose activity change, negative = inhibition, hits mostly inhibitors. 350,000 compounds, 0.35% hits. AID 2517, 2012;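 note: plate controls were vehicle for no effect and reference inhibitor for full effect; nearly all actives have a fitted effect of over 55% in size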
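Measures dequenching upon AP-site incision of a 5'-TAMRA/3'-BHQ-2 THF-containing duplex, 50 nM; human APE1 0.75 nM after 15 min room-temperature exposure to compound; kinetic three-point read at one-minute spacing.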
Pol beta inh: qHTS Assay for Inhibitors of DNA Polymerase Beta; P06746; Pol beta primer extension/strand displacement, fluorescence kinetic; Potency, µM (doses to about 114 µM), without a hit: at the top dose activity change, negative = inhibition, actives largely listed as inhibitors; 340,000 compounds, 1.3% hits; AID 485314, 2010; note: % is set by controls: 0 for no effect and ±100 for the full control effect
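Kinetic readout of DNA synthesis with strand displacement by Pol beta. Compound and 10 nM enzyme sit 15 min at room temperature; 50 nM substrate starts the reaction, read immediately and at 10 min.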
BAZ2B block: qHTS Assay for Inhibitors of BAZ2B; Bromodomain adjacent to zinc finger domain protein 2B (Homo sapiens), Q9UIF8; Potency, µM (doses to about 114 µM), for the others: at the highest dose activity change, negative = inhibition, usual class: inhibitors; AlphaScreen BAZ2B-H3K14Ac peptide displacement; 360,000 compounds, 4.4% hits; note: % is set by controls: 0 for no effect and ±100 for the full control effect; nearly all actives have a fitted effect of over 60% in size
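AlphaScreen displacement of biotin-H3(5-23)K14Ac peptide (50 nM final) from BAZ2B (50 nM final) in PBS pH 7.4, 0.01% Tween-20; complex preformed 30 min RT, then compounds (top 110 uM) 30 min RT, beads 20 min dark.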
BLM helicase inh: qHTS Assay for Inhibitors of Bloom's syndrome helicase (BLM) | RecQ-like DNA helicase BLM (Homo sapiens), P54132 | recombinant BLM DNA unwinding, fluorescence dequenching | Potency, µM (series often up to 56.1 µM), for the others: at the highest dose activity change, negative = inhibition, most hits filed as inhibitors | 350,000 compounds, 0.2% hits | AID 2528, 2010;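 note: plate controls were vehicle for no effect and no enzyme for full effect; nearly all actives have a fitted effect of over 35% in size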
JMJD2A Tudor inh: qHTS Assay for Inhibitors of JMJD2A-Tudor Domain. Lysine-specific demethylase 4A (Homo sapiens), O75164. AlphaScreen JMJD2A-Tudor / H3K4me3 peptide binding. Potency, µM (top dose mostly 114 µM), inactives show at the highest dose activity change, negative = inhibition, usual class: inhibitors. 390,000 compounds, 4.4% hits. AID 504339, 2011; note: % is set by controls: 0 for no effect and ±100 for the full control effect; nearly all actives have a fitted effect of over 50% in size
Target sequence (O75164 whole entry, looked up, the tested form may be a part): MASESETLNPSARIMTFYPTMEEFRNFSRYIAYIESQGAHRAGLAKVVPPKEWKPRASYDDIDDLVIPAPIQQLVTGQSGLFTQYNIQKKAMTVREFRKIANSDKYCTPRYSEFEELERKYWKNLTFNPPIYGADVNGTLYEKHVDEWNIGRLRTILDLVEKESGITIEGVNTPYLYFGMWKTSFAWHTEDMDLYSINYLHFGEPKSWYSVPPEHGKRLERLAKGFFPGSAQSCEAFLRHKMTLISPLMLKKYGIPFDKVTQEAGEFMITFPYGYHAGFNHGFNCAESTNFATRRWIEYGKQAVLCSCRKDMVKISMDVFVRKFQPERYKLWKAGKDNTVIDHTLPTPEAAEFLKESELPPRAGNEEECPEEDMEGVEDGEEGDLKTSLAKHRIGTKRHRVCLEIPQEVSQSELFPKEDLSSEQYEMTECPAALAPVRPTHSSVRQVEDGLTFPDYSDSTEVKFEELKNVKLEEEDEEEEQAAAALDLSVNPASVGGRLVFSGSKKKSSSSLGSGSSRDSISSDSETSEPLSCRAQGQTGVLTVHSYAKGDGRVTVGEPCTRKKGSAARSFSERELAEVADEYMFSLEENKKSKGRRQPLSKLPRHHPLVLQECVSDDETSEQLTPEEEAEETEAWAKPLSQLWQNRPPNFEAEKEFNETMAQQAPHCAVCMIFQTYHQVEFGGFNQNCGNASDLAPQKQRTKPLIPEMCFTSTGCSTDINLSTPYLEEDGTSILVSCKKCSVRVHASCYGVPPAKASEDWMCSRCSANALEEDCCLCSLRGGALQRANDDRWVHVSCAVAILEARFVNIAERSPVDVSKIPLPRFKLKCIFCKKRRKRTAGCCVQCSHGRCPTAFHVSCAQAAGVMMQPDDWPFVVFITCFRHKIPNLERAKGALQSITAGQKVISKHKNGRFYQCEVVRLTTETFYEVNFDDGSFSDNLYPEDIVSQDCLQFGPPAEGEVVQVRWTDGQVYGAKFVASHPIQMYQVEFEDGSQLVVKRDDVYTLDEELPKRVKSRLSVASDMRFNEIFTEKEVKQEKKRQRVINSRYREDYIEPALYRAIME
G9a block: qHTS Assay for Inhibitors of Histone Lysine Methyltransferase G9a. Histone-lysine N-methyltransferase EHMT2 (Homo sapiens), Q96KQ7. G9a H3K9 monomethylation, AlphaScreen, 2 h. Potency, µM (series often up to 102 µM), for the others: at the top dose activity, negative = inhibition, hits mostly inhibitors. 350,000 compounds, 8.8% hits. AID 504332, 2011; note: % is set by controls: 0 for no effect and ±100 for the full control effect; nearly all actives have a fitted effect of over 75% in size
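Chemiluminescent proximity detection of H3K9 monomethylation, read after 10 min bead incubation in the dark. Reaction: 20 nM G9a, 500 nM biotin-H3K9 peptide, 20 uM SAM cofactor, 2 h, room temperature, following 15 min enzyme-compound preincubation.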
Starred values were filed as active, the others as inactive; ? = inconclusive; nt = no result given; & = joins results of further samples; [ ] = remark or other dose. Calls come from the whole dose curve; as a rule, active = well fitted curve in the direction sought with a large enough effect; inconclusive = small, poorly fitted or top-dose-only effect, or another doubt; inactive = no such curve, though single readings can be large; an effect the other way counts as inactive or inconclusive. Potency is the fitted concentration of half-maximal effect. These rows are one share of the data; the hit share may differ from the screen's.

mol | POLH inh | Pol kappa inh | Pol iota inh | APE1 inh | Pol beta inh | BAZ2B block | BLM helicase inh | JMJD2A Tudor inh | G9a block
Cc1cc(-c2ccccc2)nc(Oc2cccc(C(F)(F)F)c2)c1S(C)(=O)=O | -17% | -20% | -8% | 10% | 1% | -6% | -16% | 11% | 1%
Cc1c(N=C2SC(CC(=O)Nc3ccccc3)C(=O)N2CCN2CCOCC2)c(=O)n(-c2ccccc2)n1C (stereo unspecified) | -15% | -2% | 14% | -4% | 3% | -1% | -5% | -5%[11.4 µM] | -6%
CC(=O)CS(=O)(=O)c1ccc(Oc2ccc(S(=O)(=O)CC(C)=O)cc2)cc1 | ? | ? | ? | -2% | 32µM* | 3% | -10% | -6% | 4%[59 µM]
Cn1nc(CC(=O)NC2CCCCCC2)c2ccccc2c1=O | -10% | -4% | -1% | 13% | 27% | 13% | -2% | -8% | -6%
CC1CCC(NC(=O)C2CCN(c3cnccn3)CC2)CC1 (stereo unspecified) | -20% | -11% | 29% | 9% | 21% | 9% | 1% | -6% | 0%[59 µM]
O=C(COC(=O)/C=C/c1cccc(Cl)c1Cl)Nc1ccc2[nH]c(=O)[nH]c2c1 | -18% | -16% | 26% | 4% | nt | 12% | nt | -14% | ?
Cc1cc(C)c2c(CC(=O)N(Cc3ccccc3)C3CCS(=O)(=O)C3)coc2c1 (stereo unspecified) | ? | 10% | 36%[activator] | nt | 2% | -22% | -1% | -22% | -22%[59 µM]
O=C(CC1C(=O)NCCN1Cc1ccc(F)cc1)NCCOc1cccnc1 (stereo unspecified) | -10% | -1% | 102%[activator] | -6% | 0% | -1% | -3% | 2% | nt
Cc1ccccc1NC(=O)Cc1nc(COC(=O)c2ccc(NC(N)=O)cc2)cs1 | ? | -10% | 36%[activator] | 31% | nt | nt | nt | -8% | nt
Cc1nn(C)c(C)c1S(=O)(=O)N1CCc2ccccc21 | -10% | -12% | -2% | -2% | 7% | 0% | 0% | -8% | -28%
COCCn1c(SCC(=O)NC2CC2)nnc1-c1ccco1 | -3% | 2% | 11% | 48%[activator] | 11% | 3% | -4% | -6% | -4%
CCOc1cc(C2c3c(oc4ccccc4c3=O)C(=O)N2c2nccs2)ccc1O (stereo unspecified) | ? | 11% | 6% | 0% | 2% | -7% | -8% | -6% | -18%
COc1cccc(CN2CCc3nc(Nc4ccc5c(c4)OCCO5)ncc3C2)c1OC | nt | -2%[60.1 µM] | -6% | nt | 0% | 35µM* | -2% | 56µM* | ?
COc1ccc(C2NC(=O)c3ccccc3O2)c(OC)c1OC (stereo unspecified) | -10% | -1% | 1% | 8% | -28% | -7% | -3% | -4% | -15%[59 µM]
Cc1ccc(C(=O)COC(=O)CCC(=O)NC2CCCCC2)cc1C | -5% | 0% | ? | -1% | 5% | -7% | -2% | -9%[11.4 µM] | 27%[12.7 µM]
CSc1ccccc1NC(=O)CN(C)CC(=O)NCc1ccccc1 | -11% | -10% | 158%[activator] | -8% | 54% | 31% | -3% | -2% | 8%
COc1cc2c(cc1OC)C1CCN3C(=O)CCC3N1CC2 (stereo unspecified) | -23% | -5% | -9% | nt | nt | nt | nt | -9% | nt
COc1ccc(CNC(=O)C/C(C)=N/NC(=O)COc2ccc(Br)cc2)cc1 | -19% | 2% | 15% | 0% | -12% | ? | -5% | -10% | 22%
COc1ccc(CC(=O)Nc2cccc(C(=O)Nc3ccccc3C(=O)O)c2)cc1OC | -24% | -3% | -9% | 22% | 12% | -2% | -16% | -6%[57.1 µM] | -17%[59 µM]
O=C(CCc1nnc(C2(c3ccc(Cl)cc3)CCC2)o1)N1CCCC1 | 8% | -3% | 27% | 4% | 40% | -6%[57.1 µM] | 0% | 1% | 8%
CC(C)c1cc2cc3ccc(=O)oc3cc2o1 | -22% | 9% | -9% | 13% | 102% | 4% | -1% | 5% | 2%
COc1cccc(N(C(=O)c2snc(C(N)=O)c2N)C(C(=O)NCC2CCCO2)c2cccs2)c1 (stereo unspecified) | -17% | -15% | 37%[activator] | -6% | 14% | -3% | -4% | -26% | 35µM*
CCOc1nc(N(C)C)nc(-n2nnc(C(C)=O)c2C)n1 | 0% | -9% | 3% | -1% | 35% | 3% | 0% | -5% | -2%
CCOC(=O)C[C@H]1c2ccc(C(F)(F)F)cc2S(=O)(=O)N1c1ccccc1 | -11% | -16%&7% | 2%&-2% | nt | nt | nt | nt | -14% | nt
Cc1ccc(C)c(C(=O)CC2(O)C(=O)N(C)c3ccccc32)c1 (stereo unspecified) | 8% | -1% | 2% | 29% | 11% | ? | -2% | -2% | -5%
CCN(CC)C(=O)c1sc2c(c1C)c(=O)n(-c1ccccc1)c(=O)n2Cc1c(C)cc(C)cc1C | -14% | -2%[60.1 µM] | 28% | nt | 13% | -13% | 2% | -25% | 8%[59 µM]
O=C(Cc1cc(C(=O)O)c2ccccc2n1)Nc1ccccc1 | 5% | -14% | 9% | 15% | 3% | 11% | -2% | -10% | 35µM*
CCCC1=Nc2cc(C(=O)NCCN3CCCC3)ccc2Sc2ccccc21 | 4% | 4% | -8% | 9% | -1% | -37% | 4% | ? | 79µM*
Cc1ccc(N(C(=O)c2csnn2)C(C(=O)NC2CCCCC2)c2cccnc2)cc1C (stereo unspecified) | -17% | 8% | 91%[activator] | 67%[activator] | 4% | 5% | 3% | -8% | 2%
N#Cc1ccccc1OCC(=O)OCC(=O)NC1CCCCC1 | -1% | -2% | 57%[activator] | -3% | nt | -2% | nt | -5% | 7%[0.501 µM]
COc1cccc(Cl)c1NC(=O)N1CCN(c2cc(C)nc3ccccc23)CC1 | -20% | 1% | 137%[activator] | -7% | 3% | -24% | -4% | -12% | -6%
O=C(CCCN1CCOCC1)c1ccc2c(c1)OCCO2 | -10% | -7%[60.1 µM] | 27% | -1% | -21% | -2% | -5% | -24% | 12%[59 µM]
COc1ccc(Cl)cc1NC(=O)CN1CCc2ccccc2C1 | -19% | -4% | 26% | -9% | ? | 9% | -8% | 28% | nt
C=CCn1cnc2c(c1=O)c1nc3ccccc3nc1n2Cc1ccccc1 | nt | nt | nt | 0% | -3% | -3% | -2% | nt | 0%[2.33 µM]
COCc1cc(C)nc(Nc2ccc(C)cc2C)c1C#N | -18% | 3% | 50%[activator] | 10% | 2% | -2% | 1% | -3% | 5%[59 µM]
Nc1cc(=O)n(Cc2ccccc2)c(=O)n1-c1ccc(F)cc1 | -13% | -4% | 4%[58.9 µM] | 2% | -8% | -1% | -1% | 0% | -4%
Cc1cc(C)cc(N(CC(=O)Nc2c(C)cc(C)cc2C)S(=O)(=O)c2c(C)nn(C)c2C)c1 | -7% | -6% | 18% | nt | 3% | -3% | -2% | -20% | -3%[59 µM]
Brc1ccc(Oc2ncc(CN3CCN(c4ccccc4)CC3)s2)cc1 | 3% | 0% | 25% | ? | ? | -34% | -4% | -30% | -6%[12.7 µM]
Cn1cc(-c2cc3n(n2)CCC(=O)N3CCCC(=O)Nc2ccc(Cl)cc2)c2ccccc21 | -11% | 3%[60.1 µM] | 89µM* | nt | ? | -13% | -2% | -29% | -12%[59 µM]
CCNc1nc(Cl)nc(N(NC(C)=O)C(C)C)n1 | -19% | -19% | 31%[activator] | 2% | 0% | 1% | -3% | -6% | 1%
CN(C)CC1CCCCC1OC(=O)c1ccc(Cl)cc1 (stereo unspecified) | -2% | -9% | 22% | 2% | -11% | -2% | -8% | -17% | -2%
Cc1ccccc1CC1(CO)CCCN(Cc2ccc3c(c2)OCCO3)C1 (stereo unspecified) | -18% | -18% | -2% | 10% | 22% | -9% | 3% | -25% | nt
Cc1cc(Cl)c(O)c(-n2nc3ccccc3n2)c1 | 26% | -7% | -8% | -4% | 1% | 0% | -2% | -25%[11.4 µM] | nt
COc1ccc(/C=C/C(=O)CC(O)(c2ccccc2)C(F)(F)F)cc1 (stereo unspecified) | -13% | -4% | -6% | ? | -8% | 7% | -12% | 0% | 20%[59 µM]
Cc1ccccc1C(=O)Nc1nnc(-c2ccco2)s1 | -5% | -7% | -10% | 14% | 2% | ? | -5% | -20% | 40%
O=C(OCc1nnc(-c2ccccc2)o1)c1cc(=O)[nH]c2ccccc12 | -16% | -3% | -14% | 14% | nt | -1% | nt | 3% | ?
CSc1nc(C(=O)N2CCCC(N3CCN(c4ccccc4C)CC3)C2)cs1 (stereo unspecified) | -22% | -17% | 13% | 20% | -1% | -29% | -3% | -19% | 3%
O=C(NCc1cccs1)c1ccc(Cn2c(SCc3cccc(F)c3)nc3cccnc32)cc1 | -2% | -15% | 0% | nt | -1% | -4% | -4% | -23% | -14%[59 µM]
Cc1ccccc1/C=N/N1C(=O)CSC1=S | 3% | -2% | -20% | 4% | -9% | -27% | -5% | ? | ?
COc1cc(CN2CC(=O)N(c3cc(Cl)ccc3C)C2=S)cc(OC)c1OC | -21% | -6% | 13% | -3% | 0% | -18% | -11% | ? | ?
COc1ccc(C)cc1NC(=O)CCCN1C(=O)C2CC=CCC2C1=O (stereo unspecified) | 10% | -1% | 130%[activator] | 40% | -2% | 1% | -1% | -12% | 84%[activator]
O=S(=O)(c1ccccc1F)N1CCc2ccccc2C1 | -5% | -1% | 24% | -8% | 63% | 45%[activator] | 1% | -12% | nt
O=C(NNC(=O)c1ccccc1F)c1cccc(Cl)c1 | 6% | -6% | 28% | 2% | 36% | -5% | -1% | -15% | 31%[0.501 µM]

Given with values under each structure: part of the list above.
Fields – POLH inh, Pol kappa inh, Pol iota inh, APE1 inh, Pol beta inh, BAZ2B block, BLM helicase inh, JMJD2A Tudor inh, G9a block
C=CCn1cnc2c(c1=O)c1nc3ccccc3nc1n2Cc1ccccc1
    nt, nt, nt, 0%, -3%, -3%, -2%, nt, 0%[2.33 µM]
COCc1cc(C)nc(Nc2ccc(C)cc2C)c1C#N
    -18%, 3%, 50%[activator], 10%, 2%, -2%, 1%, -3%, 5%[59 µM]
